Casp7 inh: caspase-7 (human) inhibition, allosteric or competitive | Potency, µM (highest dose often 57.5 µM), for inactives: at the highest dose activity change, negative = inhibition, most hits filed as inhibitors | recombinant caspase-7, Ac-DEVD-AFC fluorescence rate | P55210 | AID 889 | 0.02% of 75,000 active; active = well fitted inhibition curve with a large enough effect in the main read-out, with a control signal flat, not every such curve was filed as active; inconclusive = small, poorly fitted or top-dose-only effect, or a change in a side signal; note: potency is the fitted concentration of half-maximal effect; % of control where 0% means no effect
Target sequence (P55210 24-198 limits assumed): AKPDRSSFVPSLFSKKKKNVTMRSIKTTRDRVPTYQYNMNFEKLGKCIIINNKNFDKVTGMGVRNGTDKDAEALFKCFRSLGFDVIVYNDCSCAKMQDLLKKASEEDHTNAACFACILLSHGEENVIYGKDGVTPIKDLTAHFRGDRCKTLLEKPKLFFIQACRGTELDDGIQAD
Target sequence (P55210 207-303 limits assumed): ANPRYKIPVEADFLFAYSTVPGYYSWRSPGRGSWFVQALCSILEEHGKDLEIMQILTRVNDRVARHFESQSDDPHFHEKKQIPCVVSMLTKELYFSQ
BRCT inh red: disrupts BRCA1 BRCT binding to phosphoprotein, red fluorophore readout | 0.03% of 75,000 active | BRCT-phosphopeptide binding, red fluorescence polarization | P38398 | Potency, µM (series often up to 76.9 µM), without a hit: at the top dose activity change, negative = inhibition, actives largely listed as inhibitors | AID 892; note: % is set by controls: 0 for no effect and ±100 for the full control effect
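Fluorescence polarization: 100 nM His-tagged BRCA1 BRCT with 100 nM TAMRA-labelled phospho-BACH1 decapeptide, phosphate buffer pH 7.3 with 150 mM NaCl, DTT, 0.01% Tween 20; 12 min RT. Binding inhibition seen as FP decrease.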
BRCT inh green: BRCA1 BRCT-phosphoprotein interaction inhibition; P38398; Potency, µM (series often up to 76.9 µM), inactives show at the top dose activity change, negative = inhibition, actives largely listed as inhibitors; 0.05% of 75,000 active; BRCA1 BRCT-phosphopeptide binding, green fluorescence polarization;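 note: potency is the fitted concentration of half-maximal effect; plate controls were peptide without protein for full effect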
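Compounds were incubated for 12 min at room temperature with a complex of 100 nM fluorescein-tagged pBACH1 decapeptide and 250 nM His-tagged BRCT protein. Buffer was phosphate pH 7.3 with EDTA, DTT and Tween 20. Disruption of binding lowers the polarization signal.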
15-hLO inh: 15-hLO (ALOX15) enzyme inhibition. purified 15hLO-1, xylenol orange hydroperoxide absorbance. AID 887. P16050. Potency, µM (top dose mostly 57.1 µM), for the others: top-dose activity change, negative = inhibition, most hits filed as inhibitors. 1.4% of 74,000 active; note: potency is the fitted concentration of half-maximal effect; % is set by controls: 0 for no effect and ±100 for the full control effect; nearly all actives have a fitted effect of over 55% in size
Target sequence (P16050 whole entry, looked up): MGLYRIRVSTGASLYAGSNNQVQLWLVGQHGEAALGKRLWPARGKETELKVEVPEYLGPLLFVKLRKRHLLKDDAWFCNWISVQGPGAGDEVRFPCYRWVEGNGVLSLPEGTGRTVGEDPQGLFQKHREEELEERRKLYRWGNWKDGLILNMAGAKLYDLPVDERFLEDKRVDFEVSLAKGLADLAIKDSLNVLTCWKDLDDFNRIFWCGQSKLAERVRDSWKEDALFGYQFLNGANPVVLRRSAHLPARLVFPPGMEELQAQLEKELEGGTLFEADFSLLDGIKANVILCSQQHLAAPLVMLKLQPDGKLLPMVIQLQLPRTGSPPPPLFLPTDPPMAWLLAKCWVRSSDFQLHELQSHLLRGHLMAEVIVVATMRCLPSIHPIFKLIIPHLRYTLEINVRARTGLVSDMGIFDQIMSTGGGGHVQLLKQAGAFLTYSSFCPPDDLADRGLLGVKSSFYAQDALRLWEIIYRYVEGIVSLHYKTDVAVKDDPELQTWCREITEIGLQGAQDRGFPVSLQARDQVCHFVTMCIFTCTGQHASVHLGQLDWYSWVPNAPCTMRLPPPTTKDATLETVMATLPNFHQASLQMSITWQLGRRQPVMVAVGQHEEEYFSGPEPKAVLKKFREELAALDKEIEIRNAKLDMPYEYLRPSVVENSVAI
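Hydroperoxide formed from arachidonic acid (50 uM) by purified human 15hLO-1 (40 nM) oxidizes ferrous iron, and the ferric-xylenol orange complex is read at 573 versus 405 nm. Compounds were preincubated 15 min; reaction ran 6 min at room temperature.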
Tau fil binding: binders of human tau filaments | P10636 | 2% of 71,000 active | Potency, µM (highest dose often 57.1 µM), for inactives: top-dose activity change, negative = inhibition | recombinant tau filaments, thioflavin S fluorescence, 15 h; filaments grown with octadecylsulfate alongside compound;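 note: potency is the fitted concentration of half-maximal effect; % is set by controls: 0 for no effect and ±100 for the full control effect; actives lower thioflavin S fluorescence by blocking filaments or displacing dye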
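Assay mix: 1 uM His-tagged tau, 30 uM sodium octadecylsulfate, thioflavine S dye in HEPES/NaCl/DTT buffer. Compound is added prior to the inducer. Fluorescence after 15 h at 37 C.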
HADH2 inh: blocks human hydroxyacyl-CoA dehydrogenase type II. AID 886. recombinant HADH2, NADH fluorescence, beta-hydroxybutyryl-CoA. 3.4% of 73,000 active. Q99714. Potency, µM (series often up to 57.1 µM), without a hit: at the highest dose activity change, negative = inhibition, hits mostly inhibitors; note: potency is the fitted concentration of half-maximal effect; % is set by controls: 0 for no effect and ±100 for the full control effect; nearly all actives have a fitted effect of over 60% in size; many of its hits are not listed in these tables
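Read-out: 360 nm excitation, 450 nm emission, kinetic over 4 min. Conditions: His-tagged human HADH2 20 nM, pH 9.0 Tris with Tween-20, 1 mM NAD+, 90 uM beta-hydroxybutyryl-CoA.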
Caspase-1 inhib: allosteric or competitive inhibitors of human caspase-1 | P29466 | Caspase-1 enzyme, Ac-WEHD-AFC fluorogenic rate | Potency, µM (top dose mostly 57.5 µM), without a hit: at the top dose activity change, negative = inhibition, actives largely listed as inhibitors | 0.03% of 75,000 active;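 note: potency is the fitted concentration of half-maximal effect; plate controls were vehicle for no effect and no substrate for full effect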
USP2a inh: inhibitors of human ubiquitin-specific protease USP2a. 0.1% of 60,000 active. USP2a enzymatic assay, qHTS inhibition. Potency, µM (titrated, usually from 38.3 µM), inactives show top-dose activity change, negative = inhibition, most hits filed as inhibitors;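 note: potency is the fitted concentration of half-maximal effect; nearly all actives have a fitted effect of over 60% in size; plate controls were DMSO for no effect and NEM full inhibition control for full effect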
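Coupled readout: USP2-cleaved Ub-PLA2 (20nM final) turns over NBD C6-HPC (20uM final), Ex 460nm/Em 535nm after 2.5 h, time-zero read flagging artifacts. Enzyme (20nM final, pH 8.0 Tris) given 30 min RT with compound first; NEM defines full inhibition.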
Rhodamine fluor: compound fluoresces in the rhodamine spectral region; Rhodamine-region fluorescence, 547/598 nm, Tris buffer; stronger effect = higher value; max dye-equivalent concentration, M; 0.05% of 59,000 active; in the data active = max dye-equivalent concentration above about 11 nM; inconclusive = between about 1.1 nM and that limit
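Intrinsic compound fluorescence, ex 547 / em 598 nm, CCD imager. Tris 100 mM pH 8.0; 15 min RT. Output = rhodamine dye-equivalent concentration at each compound concentration.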
HEK293 cAMP cs: raises cAMP in parental HEK293 cells, TSHR agonist counter-screen; parental HEK293 CNG cAMP sensor, membrane potential fluorescence; Potency, µM (highest dose often 57.1 µM), for inactives: at the top dose activation, hits mostly activators; 2.5% of 73,000 active; AID 938; note: potency is the fitted concentration of half-maximal effect; % of control where 0% means no effect; nearly all actives have a fitted effect of over 55% in size
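Parental HEK 293 cells stably expressing a modified CNG channel (no TSHR) report cAMP rise as membrane depolarization. Membrane potential dye with 100 uM RO 20-1724 was loaded for 60 min at room temperature, then compound added for 30 min; fluorescence read at 590 nm.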
DNA Pol III inh: blocks replication by bacterial DNA polymerase III holoenzyme | reconstituted DNA polymerase III holoenzyme replication, biochemical | Potency, µM (doses to about 57.1 µM), without a hit: at the top dose activity change, negative = inhibition | 0.25% of 71,000 active | AID 603; note: potency is the fitted concentration of half-maximal effect; % is set by controls: 0 for no effect and ±100 for the full control effect
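Reconstituted *E. coli* holoenzyme (0.35 nM Pol III, 1 nM beta, 154 nM SSB, 2 nM primase) was preincubated with compound for 15 min at RT. Synthesis on 1.4 nM ssM13Gori ran 35 min, then was stopped with PicoGreen/EDTA and read as dsDNA fluorescence.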
An asterisk follows results filed as active; i = inactive; ? = inconclusive; . = no result given; [ ] = another dose, or the depositor's remark. Unless noted, calls come from the whole dose curve; as a rule, active = well fitted curve in the direction sought with a large enough effect; inconclusive = small, poorly fitted or top-dose-only effect, or another doubt; inactive = no such curve, though single readings can be large; an effect the other way counts as inactive or inconclusive.

Codes: A = Casp7 inh; B = BRCT inh red; C = BRCT inh green; D = 15-hLO inh; E = Tau fil binding; F = HADH2 inh; G = Caspase-1 inhib; H = USP2a inh; I = Rhodamine fluor; J = HEK293 cAMP cs; K = DNA Pol III inh
1) CC(=O)Nc1ccc(S(=O)(=O)Nc2cccc(C(=O)NC(C)(C)C)c2)cc1
  A: -0.6%	B: -0.3%	C: -1.2%	D: -4.2%	E: .	F: 8.6%	G: -1.1%	H: .	I: .	J: 2.4%	K: .
2) CCNC(=O)Cn1cnc2c1c(=O)n(C)c(=O)n2C
  A: -1.2%	B: -3.4%	C: -1.3%	D: 10.5%	E: 0.2%	F: -3.1%	G: 1.2%	H: -13.4%	I: i	J: -0.2%	K: -0.3%
3) C=CC[C@@H]1C=C[C@H](Oc2ccc(C)cc2)[C@H](COC(=O)NCc2cccc3ccccc23)O1
  A: 0.0%[11.5 µM]	B: -0.8%[15.4 µM]	C: -0.6%[15.4 µM]	D: -4.1%[11.4 µM]	E: .	F: -7.5%[11.4 µM]	G: -2.5%[11.5 µM]	H: .	I: .	J: 7.1%[11.4 µM]	K: .
4) CN=C(C)C1=C(O)C(C(=O)OC)C(C)(C)CC1=O (stereo not drawn)
  A: 0.3%	B: 0.9%	C: -1.1%	D: 4.5%	E: -0.5%	F: 8.7%	G: -2.4%	H: -5.5%	I: .	J: 0.7%	K: -2.1%
5) O=C(NCCCN1CCOCC1)c1ccc(CNS(=O)(=O)c2ccc(F)cc2)cc1
  A: 0.3%	B: -0.6%	C: -2.2%	D: 2.0%	E: -14.9%	F: -4.4%	G: -1.8%	H: -3.6%	I: i	J: -7.6%	K: -5.5%
6) CSCCC(NS(=O)(=O)c1cccs1)C(=O)NCc1cccs1 (stereo not drawn)
  A: 5.1%	B: 0.4%	C: 0.7%	D: 14.0%	E: -0.2%	F: 3.3%	G: -1.7%	H: 6.6%	I: i	J: 9.3%	K: 3.1%
7) Cc1cc(C)c2nc(N3CCCC(C(=O)N4CCC(C(N)=O)CC4)C3)sc2c1 (stereo not drawn)
  A: 0.5%	B: -0.3%	C: -5.5%	D: 3.1%	E: 96.5%	F: -6.3%	G: -0.7%	H: 44.3%[activator]	I: i	J: -5.1%	K: -6.5%
8) CCC/C(=C1/C(=O)CC(C)(C)C(C(=O)OC)C1=O)N1CCCC1 (stereo not drawn)
  A: 0.1%	B: -1.8%	C: -2.1%	D: -2.1%	E: -2.8%	F: -0.1%	G: -0.1%	H: -0.7%	I: .	J: -2.7%	K: -3.6%
9) O=C(N1CCOCC1)N1CCN(c2ccccn2)CC1
  A: -1.8%	B: 0.4%	C: -2.5%	D: 6.4%	E: 3.4%	F: 0.7%	G: 0.3%	H: 3.5%	I: i	J: -20.9%	K: -2.2%
10) O=C(Nc1ccccc1)N1CCN(c2nc3ccccc3s2)CC1
  A: -25.5%	B: -0.9%	C: 4.0%	D: ?	E: 57.2%	F: -21.9%	G: ?	H: 1.6%	I: i	J: ?	K: -7.0%
11) N#CCCn1c(=O)c(CCc2ccccc2)nc2cnc(Oc3cccc(Cl)c3)nc21
  A: -7.1%	B: -0.9%	C: 1.1%	D: 1.3%	E: -20.4%	F: 44.3%[activator]	G: -8.3%	H: 40.4%[activator]	I: i	J: 5.01µM*	K: 5.5%
12) CCn1c(SCC(N)=O)nnc1-c1ccco1
  A: -0.1%	B: -0.8%	C: 0.5%	D: 4.7%	E: -7.6%	F: -0.9%	G: 2.1%	H: 0.6%	I: i	J: -4.6%	K: 2.4%
13) CCCCOc1ccc(-c2c(C#N)c(N)nc(SCC(N)=O)c2C#N)cc1
  A: -20.4%	B: -0.3%	C: 8.8%	D: ?	E: .	F: ?	G: -5.5%	H: ?	I: ?	J: -17.4%	K: -13.7%
14) Cc1cccc(-n2c(CCCN3C(=O)c4ccccc4C3=O)nc3ccccc3c2=O)n1
  A: -0.6%	B: -1.6%	C: 1.7%	D: -3.5%	E: -7.0%	F: 17.6%	G: 0.3%	H: 3.6%	I: i	J: 1.5%	K: -5.1%
15) CCC(=O)c1cn(CC(=O)NCC2CCCO2)c2ccccc12 (stereo not drawn)
  A: -1.2%	B: -1.2%	C: -1.4%	D: 12.2%	E: -11.6%	F: -3.6%	G: -1.1%	H: -9.8%	I: i	J: 2.5%	K: -4.1%

Taken from the listing for reference:
Codes: A = Casp7 inh; B = BRCT inh red; C = BRCT inh green; D = 15-hLO inh; E = Tau fil binding; F = HADH2 inh; G = Caspase-1 inhib; H = USP2a inh; I = Rhodamine fluor; J = HEK293 cAMP cs; K = DNA Pol III inh
8) CCC/C(=C1/C(=O)CC(C)(C)C(C(=O)OC)C1=O)N1CCCC1 (stereo not drawn)
  A: 0.1%	B: -1.8%	C: -2.1%	D: -2.1%	E: -2.8%	F: -0.1%	G: -0.1%	H: -0.7%	I: .	J: -2.7%	K: -3.6%
9) O=C(N1CCOCC1)N1CCN(c2ccccn2)CC1
  A: -1.8%	B: 0.4%	C: -2.5%	D: 6.4%	E: 3.4%	F: 0.7%	G: 0.3%	H: 3.5%	I: i	J: -20.9%	K: -2.2%
10) O=C(Nc1ccccc1)N1CCN(c2nc3ccccc3s2)CC1
  A: -25.5%	B: -0.9%	C: 4.0%	D: ?	E: 57.2%	F: -21.9%	G: ?	H: 1.6%	I: i	J: ?	K: -7.0%
11) N#CCCn1c(=O)c(CCc2ccccc2)nc2cnc(Oc3cccc(Cl)c3)nc21
  A: -7.1%	B: -0.9%	C: 1.1%	D: 1.3%	E: -20.4%	F: 44.3%[activator]	G: -8.3%	H: 40.4%[activator]	I: i	J: 5.01µM*	K: 5.5%
12) CCn1c(SCC(N)=O)nnc1-c1ccco1
  A: -0.1%	B: -0.8%	C: 0.5%	D: 4.7%	E: -7.6%	F: -0.9%	G: 2.1%	H: 0.6%	I: i	J: -4.6%	K: 2.4%
13) CCCCOc1ccc(-c2c(C#N)c(N)nc(SCC(N)=O)c2C#N)cc1
  A: -20.4%	B: -0.3%	C: 8.8%	D: ?	E: .	F: ?	G: -5.5%	H: ?	I: ?	J: -17.4%	K: -13.7%
14) Cc1cccc(-n2c(CCCN3C(=O)c4ccccc4C3=O)nc3ccccc3c2=O)n1
  A: -0.6%	B: -1.6%	C: 1.7%	D: -3.5%	E: -7.0%	F: 17.6%	G: 0.3%	H: 3.6%	I: i	J: 1.5%	K: -5.1%
15) CCC(=O)c1cn(CC(=O)NCC2CCCO2)c2ccccc12 (stereo not drawn)
  A: -1.2%	B: -1.2%	C: -1.4%	D: 12.2%	E: -11.6%	F: -3.6%	G: -1.1%	H: -9.8%	I: i	J: 2.5%	K: -4.1%

Next section.
Codes: A = Casp7 inh; B = BRCT inh red; C = BRCT inh green; D = 15-hLO inh; E = Tau fil binding; F = HADH2 inh; G = Caspase-1 inhib; H = USP2a inh; I = Rhodamine fluor; J = HEK293 cAMP cs; K = DNA Pol III inh
16) CCOC(=O)c1c(C)cc(OC)cc1O
  A: -0.6%	B: -1.0%	C: -0.7%[3.08 µM]	D: -1.5%	E: .	F: .	G: -0.5%	H: 0.0%	I: .	J: .	K: .
17) CC(=O)Nc1c(C(=O)N2CCOCC2)sc2nc3c(cc12)COC(C)(C)C3
  A: 0.0%	B: 1.1%	C: -1.3%	D: 4.5%	E: -2.8%	F: -1.3%	G: -1.7%	H: 3.0%	I: i	J: 4.6%	K: -2.8%
18) CCOc1cc(C2CC(=O)NC3=C2C(=O)C(C(=O)OC)C(C)C3)cc(Cl)c1O (stereo not drawn)
  A: 1.5%	B: -0.8%	C: -2.9%	D: ?	E: -2.0%	F: ?	G: 0.2%	H: -9.4%	I: i	J: 0.8%	K: -2.3%
19) COc1cccc(OC)c1C(=O)N1CCN(Cc2ccncc2)CC1
  A: -1.1%	B: 1.9%	C: -0.8%	D: -5.5%	E: 6.8%	F: -10.5%	G: -0.9%	H: -11.3%	I: i	J: 1.5%	K: -8.5%
20) Cc1cc(C)nc(SCCn2c(N3CCCCC3)nc3c2c(=O)n(C)c(=O)n3C)n1
  A: -0.3%	B: -0.2%	C: -0.9%	D: -4.0%	E: 0.5%	F: 8.5%	G: -0.8%	H: 1.9%	I: i	J: 3.1%	K: -0.9%
21) COCCn1c(=O)c(CCc2ccccc2)nc2cnc(OCc3ccccc3)nc21
  A: -9.8%	B: 0.1%	C: -2.2%	D: -2.3%	E: -2.7%	F: -8.7%	G: -6.4%	H: -9.9%	I: i	J: 27.3%	K: 13.2%

Assay outcomes (PubChem)

Some of the compounds tested; the hit share may differ from the screen's.
